Screens deposited in PubChem BioAssay by National Center for Advancing Translational Sciences (NCATS).
EPAC2 antagonist – EPAC2 (human) antagonism; EPAC2 GEF exchange of Rap1B-BODIPY-GDP, fluorescence; Potency, µM (top dose mostly 114 µM), without a hit: top-dose activity, negative = inhibition, actives largely listed as inhibitors; 0.18% of 360,000 active; AID 720708; note: % is set by controls: 0 for no effect and ±100 for the full control effect; nearly all actives have a fitted effect of over 45% in size; many of its hits are not listed in these tables
Target sequence (Q8WZA2 whole entry, looked up): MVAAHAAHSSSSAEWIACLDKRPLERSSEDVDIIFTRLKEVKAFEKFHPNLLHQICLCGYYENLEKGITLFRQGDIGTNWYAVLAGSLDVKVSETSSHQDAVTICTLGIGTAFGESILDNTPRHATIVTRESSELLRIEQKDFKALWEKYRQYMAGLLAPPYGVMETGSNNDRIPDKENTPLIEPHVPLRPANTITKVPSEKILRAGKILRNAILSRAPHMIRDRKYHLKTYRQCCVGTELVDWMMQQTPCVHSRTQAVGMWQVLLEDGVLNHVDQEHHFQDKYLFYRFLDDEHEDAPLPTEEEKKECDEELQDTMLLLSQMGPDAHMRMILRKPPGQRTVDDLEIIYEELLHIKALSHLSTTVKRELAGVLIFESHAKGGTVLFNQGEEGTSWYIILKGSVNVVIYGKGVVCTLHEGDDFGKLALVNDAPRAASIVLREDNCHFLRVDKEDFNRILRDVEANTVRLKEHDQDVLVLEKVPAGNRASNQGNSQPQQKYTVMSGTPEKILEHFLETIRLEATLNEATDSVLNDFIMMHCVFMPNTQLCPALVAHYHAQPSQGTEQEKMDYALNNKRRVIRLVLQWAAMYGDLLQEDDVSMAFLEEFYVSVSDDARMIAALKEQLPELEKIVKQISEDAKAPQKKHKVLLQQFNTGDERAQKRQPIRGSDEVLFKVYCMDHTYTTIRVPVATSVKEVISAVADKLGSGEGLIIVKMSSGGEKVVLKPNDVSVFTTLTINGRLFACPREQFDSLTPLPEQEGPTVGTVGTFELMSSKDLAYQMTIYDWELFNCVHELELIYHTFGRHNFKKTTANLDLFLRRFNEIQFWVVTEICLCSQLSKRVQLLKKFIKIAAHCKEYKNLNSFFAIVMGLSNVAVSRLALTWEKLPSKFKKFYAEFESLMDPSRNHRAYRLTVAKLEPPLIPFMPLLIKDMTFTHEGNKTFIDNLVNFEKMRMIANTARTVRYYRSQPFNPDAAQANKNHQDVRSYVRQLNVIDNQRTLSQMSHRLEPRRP
Nrf2 inh – blocks Nrf2 signaling; A549 ARE-Fluc reporter, luciferase luminescence, 18-24 h; Potency, µM (top dose mostly 46 µM), inactives show at the highest dose activity change, negative = inhibition, usual class: inhibitors; 2.1% of 360,000 active; note: % is set by controls: 0 for no effect and ±100 for the full control effect; nearly all actives have a fitted effect of over 60% in size
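In this cell-based qHTS, ARE-driven firefly luciferase in A549 cells reports Nrf2 activity; the luminescent signal after BugLite lysis is the measured value, with a prior CellTiter-Fluor read for cell health.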
Nrf2 ARE act – activators of Nrf2 (ARE) signaling | AREc32 ARE-luciferase reporter (MCF7-derived line), luminescence, 24 h | Potency, µM (titrated, usually from 46.1 µM), for inactives: at the highest dose activation, usual class: activators | 0.31% of 410,000 active | AID 624171; note: % of control where 0% means no effect; nearly all actives have a fitted effect of over 65% in size
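Each well held 1000 AREc32 cells, which were incubated with compound for 24 hr at 37 deg C after overnight attachment, and ARE reporter activity was quantified by firefly luciferase luminescence.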
S2 tox – cell viability loss in ATXN counter-screen | S2 cells (HEK-293 line with an ATXN2-luciferase reporter) viability, CellTiter-Fluor protease fluorescence, 24 h | Potency, µM (titrated, usually from 56.7 µM), most hits filed as cytotoxic | 0.49% of 400,000 active | AID 651635; note: nearly all actives have a fitted effect of over 40% in size
TGFb SMAD3 inh – blocks TGF-b signaling. HepG2 CAGA-GFP TGF-b/SMAD3 reporter, GFP fluorescence, 18 h; TGF-beta stimulated, 500 pg/mL final. Potency, µM (doses to about 46.1 µM), for inactives: at the top dose activity, negative = inhibition, usual class: inhibitors. 1.2% of 410,000 active. AID 588855; note: % is set by controls: 0 for no effect and ±100 for the full control effect; nearly all actives have a fitted effect of over 65% in size
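Per well, imaged GFP fluorescence of HEPG2 CAGA-GFP cells gives the signal; cells get compound, then TGF-beta (500 pg/mL final), 18 h at 37 degrees C; %Activity versus -TGF-beta and +DMSO controls.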
ATXN2 expr inh – inhibitors of ATXN2 expression; HEK-293 ATXN2-luciferase reporter, luminescence, 24 h; Potency, µM (top dose mostly 57 µM), for inactives: at the highest dose activity change, negative = inhibition, actives largely listed as inhibitors; 0.72% of 360,000 active; note: % is set by controls: 0 for no effect and ±100 for the full control effect; nearly all actives have a fitted effect of over 55% in size
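ATXN2-luciferase reporter cells (luciferase flanked by upstream and downstream ATXN2 gene portions) were treated 24 h at 37 °C with compounds at up to 57 uM. SteadyGlo luminescence gave expression; GF-AFC fluorescence gave viability.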
A549 viability – counter-screen for Nrf2 inhibitors: cytotoxicity in A549 cells | A549 ARE-Fluc cells, CellTiter-Fluor viability, 18-24 h | Potency, µM (doses to about 46 µM), for the others: at the top dose activity change, negative = cytotoxicity, actives largely listed as inhibitors | 0.16% of 390,000 active | AID 504648; note: % is set by controls: 0 for no effect and ±100 for the full control effect
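A549 ARE_Fluc cells in 5% FBS OPTI-MEM were exposed to compounds in concentration-response for 18-24 h at 37 deg C. Viability was read by CellTiter-Fluor fluorescence (Ex 405/Em 525) after 30 min, before the luciferase read.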
HepG2 tox – kills HepG2 cells in TGF-b inhibitor counter-screen. HepG2 CAGA-GFP viability, ATP luminescence, 18 h. Potency, µM (doses to about 46.1 µM), for the others: at the highest dose activity change, negative = cytotoxicity, usual class: cytotoxic. 0.76% of 410,000 active; note: some results filed as inactive show a strong effect at the top dose
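CellTiter-Glo luminescence gave cytotoxicity after 18 hours at 37 degrees C. The cells were HepG2 CAGA-GFP in 1% FBS DMEM, stimulated with 500 pg/mL TGF-beta after compound addition. %Activity was normalised to no-cell wells (complete cell-killing) and DMSO (no toxicity), and curves were fitted and classified.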
MCF10A rerep – induces DNA re-replication in MCF 10a normal breast cells | MCF 10A DNA re-replication, Hoechst nuclear intensity, 48 h | Potency, µM (series often up to 46.1 µM), for the others: at the highest dose activity, positive = re-replication, most hits filed as activators | 2.9% of 350,000 active | AID 624296; note: % of control where 0% means no effect; nearly all actives have a fitted effect of over 50% in size
* = called active by the depositor; i = inactive; u = inconclusive; x = not tested or not shown; [ ] = another dose, or the depositor's remark. Calls come from the whole dose curve; as a rule, active = well fitted curve in the direction sought with a large enough effect; inconclusive = small, poorly fitted or top-dose-only effect, or another doubt; inactive = no such curve, though single readings can be large; an effect the other way counts as inactive or inconclusive. Potency is the fitted concentration of half-maximal effect. These rows are one share of the data; rates above refer to the full screens.

no.	structure	EPAC2 antagonist	Nrf2 inh	Nrf2 ARE act	S2 tox	TGFb SMAD3 inh	ATXN2 expr inh	A549 viability	HepG2 tox	MCF10A rerep
1	COc1ccc(CNc2ncccc2[N+](=O)[O-])cc1	1%	u	3.3%	i	1%	37%	-18%	4%	1%
2	O=C(c1ccc(C(F)(F)F)cc1)C1CCCN(C(=O)CCN2CCCO2)C1 (configuration not stated)	-9%	0%	-0.3%	i	-3%	6%	0%	-10%	1%
3	COCc1ccc(C(=O)N2CCCC(N(C)CCc3ccc(OC)c(OC)c3)C2)s1 (configuration not stated)	5%	4%	0.3%	i	3%	-4%	-2%	-1%	2%
4	CCN1C(=O)/C(=C/c2ccc(OC)c(OC)c2)N=C1SCC(=O)NCc1ccco1	-1%	4%	2.8%	u	-7%	-22%	3%	-8%	9%
5	Fc1ccc(-n2nnc(-c3cccnc3)n2)cc1	6%	u	16%	i	23%	58%[activator]	6%	-12%	-6%
6	COc1ccc(OC)c(-c2nnc3n2N=C(c2ccc(OC(F)F)c(OCC4CC4)c2)CS3)c1	-19%	u	-0.4%	u	u	u	-1%	-26%	u
7	Cc1cc(C(=O)COC(=O)CN=C2NS(=O)(=O)c3ccccc32)c(C)n1CCc1ccc(Cl)cc1	-8%	1%	-0.5%	i	3%	-4%	-1%	-5%	13%
8	Cc1ccc2c(c1)N(CC(=O)N1CCCCC1c1cccnc1)C(=O)CO2 (configuration not stated)	14%	8%	-0.6%	i	17%	3%	0%[1.84 µM]	-4%	2%
9	CC(=O)Nc1nc(C(F)(F)F)cs1	3%	5%	-0.4%	i	2%	6%	-1%	7%	1%
10	O=C(Nc1ccc2c(c1)OCCO2)C(c1ccnc2ccccc12)N1CCN(C/C=C/c2ccccc2)CC1 (configuration not stated)	9%	x	8.8%	u	u	u	x	-38%	x
11	CCc1ccc(/C=N/NC(=O)c2nnn(-c3nonc3N)c2CN2CCc3ccccc32)cc1	3%	-30%	0.3%	i	-42%	-24%	-4%	-3%	u
12	Cc1ccccc1-n1nc(SCC(=O)O)sc1=S	-17%	-2%	0.2%	u	-2%	-34%	-7%	1%	-1%
13	COc1cccc(Nc2cc(-c3ccccc3)nc(C)n2)c1	x	20%	5.7%	u	7%	7%	-1%	-28%	x
14	NS(=O)(=O)c1cccc(NC(=O)CN2C(=O)C(=O)N(Cc3ccccc3)C2=O)c1	10%	-11%	0.0%	i	11%	8%	-3%	4%	-16%
15	Cc1ccc(C)c(S(=O)(=O)N2CCN(c3ncccn3)CC2)c1	-13%	-2%	0.1%	i	5%	-19%	-2%	-41%	3%
16	CCCc1nnc(NC(=O)COc2ccc3c(c2)OCO3)s1	-4%	u	-0.1%	i	-20%	-10%	-6%	5%	u
17	CCOc1ccc(C2C(C(=O)c3ccc(C)o3)=C(O)C(=O)N2CCCN(CC)CC)cc1 (configuration not stated)	0%	-4%	0.2%	i	3%	14%	1%	4%	-12%
18	COc1ccc(CC(NC(C)=O)C(=O)NC2CCN(S(=O)(=O)c3ccccc3)CC2)cc1OC (configuration not stated)	1%	11%	-0.6%	i	1%	-3%	20%	1%	-6%
19	COc1ccc(N2CCN(C(=O)c3ccccc3Br)CC2)c([N+](=O)[O-])c1	-5%	-1%	0.5%	i	-10%	-24%	1%	-19%	13%
20	O=C(Nc1nnc(-c2ccccc2)o1)c1cc(Cl)sc1Cl	-5%	1%	5.2%	i	-14%	-14%	-2%	-13%	u
21	COc1ccc(NC(=O)CN(c2ccc(OC)c(Cl)c2)S(=O)(=O)c2ccccc2)cc1	-9%	-14%	4.2%	i	-9%	-9%	-2%	-4%	5%
22	CCOc1ccccc1/C=C(\C#N)C(=O)Nc1cccc(C(=O)O)c1	-10%	10%	12%	i	3%	24%	1%	-3%	1%
23	CC(C)(C)OC(=O)C[C@@H]1C/C=C\C[C@H](CC(=O)NCCO)C(=O)NC[C@H](c2ccccc2)OC1=O	-7%	13%	0.5%	i	-6%	10%	-3%	-1%	2%
24	CC(=O)c1cccc(NC(=O)Nc2nnc(N3CCCC3)s2)c1	x	-15%	0.8%	i	-1%	17%	6%	-3%	x
25	CCN(CC)C(=O)CSc1nc2c(sc(=S)n2-c2ccccc2)c(=O)n1Cc1ccco1	3%	u	3.5%	i	-5%	u	-17%	3%	u
26	O=C(c1ccccc1NS(=O)(=O)c1ccc(Br)s1)N1CCCC1	4%	9%	0.4%	i	-26%	3%	5%	-20%	2%
27	CCCCCCC(=O)N/N=C1\CCCc2ccccc21	-5%	3%	-0.5%	i	5%	1%	-3%	-10%	4%
28	NC(=O)c1ccc(OCc2ccccc2)nc1	-6%	-1%	1.6%	i	9%	34%[activator]	-11%	-4%	0%
29	COc1cc(N2C(=O)c3ccccc3C2=O)c(Cl)cc1C(=O)OCC(=O)N(C)C	-13%	-1%	0.4%	i	10%	-10%	-1%	2%	-7%
30	CN=C1SC(CC(=O)Nc2cc(Cl)ccc2Cl)C(=O)N1C (configuration not stated)	15%	9%	-0.5%	i	-1%	2%	-4%	-3%	-2%

Screen by screen, as entered above.
Nos. 15–24 in HepG2 tox read -41%, 5%, 4%, 1%, -19%, -13%, -4%, -3%, -1%, -3%

Back to the main list, starting seven compounds before the break.
no.	structure	EPAC2 antagonist	Nrf2 inh	Nrf2 ARE act	S2 tox	TGFb SMAD3 inh	ATXN2 expr inh	A549 viability	HepG2 tox	MCF10A rerep
24	CC(=O)c1cccc(NC(=O)Nc2nnc(N3CCCC3)s2)c1	x	-15%	0.8%	i	-1%	17%	6%	-3%	x
25	CCN(CC)C(=O)CSc1nc2c(sc(=S)n2-c2ccccc2)c(=O)n1Cc1ccco1	3%	u	3.5%	i	-5%	u	-17%	3%	u
26	O=C(c1ccccc1NS(=O)(=O)c1ccc(Br)s1)N1CCCC1	4%	9%	0.4%	i	-26%	3%	5%	-20%	2%
27	CCCCCCC(=O)N/N=C1\CCCc2ccccc21	-5%	3%	-0.5%	i	5%	1%	-3%	-10%	4%
28	NC(=O)c1ccc(OCc2ccccc2)nc1	-6%	-1%	1.6%	i	9%	34%[activator]	-11%	-4%	0%
29	COc1cc(N2C(=O)c3ccccc3C2=O)c(Cl)cc1C(=O)OCC(=O)N(C)C	-13%	-1%	0.4%	i	10%	-10%	-1%	2%	-7%
30	CN=C1SC(CC(=O)Nc2cc(Cl)ccc2Cl)C(=O)N1C (configuration not stated)	15%	9%	-0.5%	i	-1%	2%	-4%	-3%	-2%
31	Cc1cc(O)c2/c(=N\N)c(-c3csc(C)n3)coc2c1	14%	-12%	0.3%	i	-7%	10%	-5%	-13%	-6%
32	O=Cc1cn(-c2ccccc2)nc1-c1ccc2c(c1)OCCO2	-9%	14%	2.0%	i	u	81%[activator]	0%	-47%	16%
33	CCOC(=O)Cc1csc(NC(=O)CCCC(=O)O)n1	9%	13%	-0.8%	i	25%	2%	-5%	6%	-1%
34	Cc1ccc(C)c(NC(=O)COC(=O)CCC(=O)c2cccs2)c1	7%	1%	-0.5%	i	-6%	1%	-2%	8%	1%
35	COc1cccc(-c2ccc(SCC(=O)c3ccccc3)nn2)c1	2%	u	2.9%	i	-17%	x	1%	13%	-7%
36	COC(=O)C1CC(=O)N(c2ccc(OCc3ccccc3Cl)cc2)C1 (configuration not stated)	-6%	-8%	-0.6%	i	24%	-18%	5%	-1%	u
37	COc1cc2c(=O)n(Cc3ccco3)c(=O)n(CC(=O)c3ccc(Br)cc3)c2cc1OC	1%	x	-0.2%	i	u	-15%	-2%	-5%	7%
38	COc1ccc(S(=O)(=O)N2CCCCC2)cc1NC(=O)C1CSC2(C)CCC(=O)N12 (configuration not stated)	1%	-13%	0.2%	i	-5%	-11%	1%	2%	-49%[inhibitor]
39	N#C/C(C(=O)NCc1ccccc1)=C1/N=C(NC(=O)c2cccs2)c2ccccc21	30%	u	4.5%	i	0%	0%	-6%	5%	u
40	N#Cc1cc(Br)ccc1N=C1CCCN1c1ccccc1	u	u	5.6%	i	-3%	1%	2%	0%	19%
41	CCOC(=O)N1CCN(C(=O)c2ccc(Cn3c(=S)[nH]c4cc(C(=O)OC)ccc4c3=O)cc2)CC1	18%	3%	-0.1%	u	-8%	x	-2%	6%	0%
42	COC(=O)c1c(NC(=O)C2CC2)sc2c1CCCC2	-23%	-16%	28%	i	4%	-8%	2%	-3%	10%
43	COc1cccc(CNC(=O)CN2C(=O)CCSc3ccc(S(=O)(=O)N4CCCC4)cc32)c1	1%	-24%	1.5%	i	-20%	-9%	-1%	-6%	4%
44	O=C(N/N=C/C=C/c1ccco1)c1cccs1	12%	u	u	u	u	52%[activator]	-12%	-25%	u
45	CCCNc1c(N)c(=O)oc2ccccc12	3%	7%	3.2%	i	u	8%	-10%	-2%	-2%
46	CCOC(=O)c1ccc2c(c1)N(Cc1ccccc1)C(=O)c1ccccc1S2	x	x	4.5%	x	u	x	0%	-18%	x
47	CCc1ccc(/C=N/NC(=O)c2c[nH]c3ccccc23)s1	u	u	0.2%	i	-15%	29%	-1%	-12%	3%
48	COc1ccc(C(=O)N/N=C/c2ccc(OC)c(CN3CCN(c4ccc(F)cc4)CC3)c2)cc1	4%	-3%	1.2%	i	-15%	-3%	-5%	32%	-1%
49	Cc1ccc(N(C(=O)c2csnn2)C(C(=O)NC(C)(C)C)c2ccncc2)cc1 (configuration not stated)	-10%	9%	0.0%	i	3%	4%	-3%	-16%	9.2µM*

An excerpt of these results, with values under each structure.
Values run as follows: EPAC2 antagonist | Nrf2 inh | Nrf2 ARE act | S2 tox | TGFb SMAD3 inh | ATXN2 expr inh | A549 viability | HepG2 tox | MCF10A rerep
8) Cc1ccc2c(c1)N(CC(=O)N1CCCCC1c1cccnc1)C(=O)CO2 (configuration not stated)
→ 14% | 8% | -0.6% | i | 17% | 3% | 0%[1.84 µM] | -4% | 2%
5) Fc1ccc(-n2nnc(-c3cccnc3)n2)cc1
→ 6% | u | 16% | i | 23% | 58%[activator] | 6% | -12% | -6%
